# Screening data as filed in PubChem BioAssay.
# 12-LOX inh = inhibitors of human 12S-lipoxygenase ALOX12; P18054; purified 12hLO, xylenol orange hydroperoxide absorbance; Potency, µM (top dose mostly 108 µM), for the others: top-dose activity change, negative = inhibition, hits mostly inhibitors; 580,000 compounds, 1.1% hits; also: potency is read from the fitted curve at half-maximal effect; % is scaled to controls: 0 for no effect and ±100 for the full control effect
#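 Hydroperoxide product was detected by ferrous iron/xylenol orange as the 573 to 405 nm absorbance ratio. Arachidonic acid at 40 uM (final) was turned over for 30 min at room temperature by 150 nM human 12hLO, pH 7.0 Hepes buffer, after 15 min compound preincubation.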
# Vif-APOBEC3G blk = inhibitors of Vif-APOBEC3G interaction; HeLa A3G-eYFP + Vif (tagged APOBEC3G with the HIV-1 protein that degrades it), YFP fluorescence, overnight; Potency, µM (highest dose often 46.1 µM), inactives show at the top dose activity, negative = active, actives largely listed as inhibitors; Q9HC16; 410,000 compounds, 0.076% hits;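 also: potency is read from the fitted curve at half-maximal effect; % is scaled to controls: 0 for no effect and ±100 for the full control effect; nearly all actives have a fitted effect of over 60% in size; hits raise eYFP signal because A3G escapes Vif-driven loss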
# Target sequence (Q9HC16 whole entry, looked up): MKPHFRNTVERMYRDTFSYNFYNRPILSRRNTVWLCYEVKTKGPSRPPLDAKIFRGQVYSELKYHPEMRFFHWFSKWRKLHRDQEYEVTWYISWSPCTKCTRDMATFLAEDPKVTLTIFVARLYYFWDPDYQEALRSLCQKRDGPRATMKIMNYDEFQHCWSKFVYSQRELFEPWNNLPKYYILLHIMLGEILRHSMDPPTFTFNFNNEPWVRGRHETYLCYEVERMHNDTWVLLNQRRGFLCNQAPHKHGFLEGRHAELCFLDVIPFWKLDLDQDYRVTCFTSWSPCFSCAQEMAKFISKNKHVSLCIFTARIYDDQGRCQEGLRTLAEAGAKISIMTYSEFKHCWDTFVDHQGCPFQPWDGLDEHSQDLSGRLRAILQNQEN
#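 HeLa cells stably expressing Vif and C-terminally eYFP-tagged A3G, seeded overnight at 37 deg C, then exposed to compound by pintool overnight at 37 deg C. Rise in yellow fluorescence (Ex 488/Em 500-530, Acumen) marks blocked Vif-driven A3G degradation.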
# D2 agonist = D2 dopamine receptor (human) agonism; P14416; HEK293 T-REx D2 cells, calcium flux agonist mode; activation, % at 2 µM; 340,000 compounds, 0.53% hits; AID 485358;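 active = activation over 3 SD above normal in the single-dose calcium agonist read, cut at about 30% in these data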; also: 0% is about no effect
# Target sequence (P14416 whole entry, looked up): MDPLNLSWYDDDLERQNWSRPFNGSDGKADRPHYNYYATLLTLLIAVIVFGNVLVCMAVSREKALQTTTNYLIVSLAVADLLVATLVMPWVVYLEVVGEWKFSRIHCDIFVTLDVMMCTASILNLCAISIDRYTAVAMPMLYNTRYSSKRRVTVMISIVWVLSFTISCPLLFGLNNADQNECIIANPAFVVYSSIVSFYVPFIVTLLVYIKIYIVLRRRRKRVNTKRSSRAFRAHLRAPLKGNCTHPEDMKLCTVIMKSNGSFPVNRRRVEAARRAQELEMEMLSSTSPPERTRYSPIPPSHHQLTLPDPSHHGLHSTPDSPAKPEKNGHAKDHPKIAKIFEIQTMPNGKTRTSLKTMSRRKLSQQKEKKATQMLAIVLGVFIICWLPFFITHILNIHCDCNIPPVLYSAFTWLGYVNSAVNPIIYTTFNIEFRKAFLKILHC
#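 Agonism scored from kinetic calcium signal (1 read/sec, 180 s) following compound pin transfer, after a 10 s baseline. Cells: HEK293 Trex line expressing inducible D2 receptor coupled to calcium, dye-loaded after overnight culture at 30 C.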
# D2 antagonist = D2 dopamine receptor (human) antagonism | P14416 | HEK293 TREx D2 cells, calcium flux, dopamine EC80 | inhibition, % at 10 µM | 340,000 compounds, 2% hits | AID 485344; in the data active = inhibition above about 30%; also: 0% is about no effect
#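 In this primary screen, negative modulation is detected by tracking calcium flux after an EC80 dopamine challenge in inducible HEK293 T-REx D2 cells preexposed to test compound for 180 s.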
# GRP78 ERSR act = ER stress response induction in glioma; U87-MG GRP78 promoter luciferase reporter, 16 h; 420,000 compounds, 0.02% hits; Potency, µM, without a hit: top-dose activation, most hits filed as activators; also: potency is read from the fitted curve at half-maximal effect; series mostly up to about 76 µM; % of control where 0% means no effect; nearly all actives have a fitted effect of over 35% in size
#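 ERSR induction read as luciferase luminescence (Bright-Glo, 10 min at room temperature) in stably transfected human U87-MG glioma cells exposed to compounds for 16 h, using GRP78 as sensor.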
# Vif-APOBEC3F blk = blocks the Vif interaction with APOBEC3F | HeLa A3F-eYFP + Vif (tagged APOBEC3F with the HIV-1 protein that degrades it), YFP fluorescence increase | Potency, µM (titrated, usually from 46.1 µM), for inactives: at the highest dose activity, negative = active | 390,000 compounds, 0.2% hits; also: potency is read from the fitted curve at half-maximal effect; % of control where 0% means no effect; nearly all actives have a fitted effect of over 65% in size
#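 HeLa cells stably expressing Vif plus C-terminally eYFP-tagged A3F were seeded, incubated overnight at 37 deg C, dosed with compound, incubated overnight again at 37 deg C. Yellow fluorescence (Ex 488/Em 500-530) reported blocked Vif-mediated A3F-eYFP degradation.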
# LDHA block = LDHA (human) enzyme inhibition; P00338; AID 1347041; purified LDHA, NADH/diaphorase-resazurin fluorescence; active compounds read low; 480,000 compounds, 0.15% hits; activity change, % (values are at about 110 or 230 µM); in the data active = activity change below about -30%; inconclusive = mostly about -25% to -30%;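 also: plate controls were DMSO wells for no effect and wells without enzyme for full effect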
#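 Human LDH5 at 2 nM final in Tris HCl pH 7.4 with 0.06 mM NADH and 0.2 mM pyruvate, reacted 5 minutes at room temperature. Remaining NADH coupled via diaphorase/resazurin; resorufin fluorescence read at 0 and 20 minutes, normalized to enzyme-free and DMSO wells.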
# RGS4 inh = inhibitors of human regulator of G protein signaling 4 | Transcreener GDP fluorescence polarization, RGS4-accelerated GTP hydrolysis | P49798 | 390,000 compounds, 0.039% hits | Potency, µM (titrated, usually from 114 µM), for inactives: at the top dose activity change, negative = inhibition, hits mostly inhibitors; also: potency is read from the fitted curve at half-maximal effect; % is scaled to controls: 0 for no effect and ±100 for the full control effect; nearly all actives have a fitted effect of over 75% in size; some results filed as inactive show a strong effect at the top dose
# Target sequence (P49798 whole entry, looked up): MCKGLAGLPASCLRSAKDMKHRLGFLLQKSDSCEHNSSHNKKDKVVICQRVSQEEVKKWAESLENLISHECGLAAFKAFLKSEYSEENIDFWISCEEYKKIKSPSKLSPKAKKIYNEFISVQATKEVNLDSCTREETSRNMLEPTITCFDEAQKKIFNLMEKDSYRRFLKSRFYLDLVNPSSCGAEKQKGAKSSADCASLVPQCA
#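 MLSMR compounds (23 nl, pin-transferred) preincubated 10 min at room temperature with a 500nM (2x) first reagent, then RGS4 at 900nM (2x) plus Transcreener GDP mix added; fluorescence polarization (620/688 nm) read before and after 90 min at 30 °C.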
# ERG Ets-DNA blk = ERG Ets/DNA interaction inhibition | P11308 | Potency, µM (highest dose often 76.9 µM), for the others: top-dose FP activity, negative = inhibition, hits mostly inhibitors | 370,000 compounds, 0.028% hits | fluorescence polarization, His-ERG Ets domain / labelled DNA; active = well fitted inhibition curve with a large enough effect in the polarisation, with a control signal flat; inconclusive = small, poorly fitted or top-dose-only effect, or effect the other way, or a change in a side signal; inactive = no such curve, though single readings can be large or run the other way; the % refers to the polarisation;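 also: polarization taken with two DNA probes labelled with fluorescein and Texas red; potency is read from the fitted curve at half-maximal effect; % of control where 0% means no effect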
#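 His-tagged ERG Ets domain (1 uM in the protein solution; 300mM KCl, 50mM Tris-HCl, 1mM EDTA, 1mM DTT, pH 7.5) received compound, then a probe mix of 5 nM fluorescein-DNA and 100nM Texas-615-DNA. Fluorescence polarization was read for both dyes.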
# An asterisk follows results filed as active; ? = inconclusive; · = no result given; & = joins results of further samples; [ ] = another dose, or the depositor's remark. Unless noted, calls follow the shape of the dose curve; as a rule, active = well fitted curve in the direction sought with a large enough effect; inconclusive = small, poorly fitted or top-dose-only effect, or another doubt; inactive = no such curve, though single readings can be large; an effect the other way counts as inactive or inconclusive. An excerpt; rates above refer to the full screens.
SMILES,12-LOX inh,Vif-APOBEC3G blk,D2 agonist,D2 antagonist,GRP78 ERSR act,Vif-APOBEC3F blk,LDHA block,RGS4 inh,ERG Ets-DNA blk
Cc1ncc([N+](=O)[O-])n1CCOC(=O)NC(NCc1cccnc1)C(Cl)(Cl)Cl (stereo not given),-7%,0%,-1.5,-6,-4%,-6%,-7,20%[11.4 µM],5%
CCCOc1ccc(OCCN2CCCC(C)C2)cc1 (stereo not given),?,2%,0.1,-4,-3%,-5%,-24,-3%,2%
O=C(C1=C[C@H](c2ccccc2)C[C@H](OCc2ccc(CO)cc2)O1)N1CCN(Cc2ccc3c(c2)OCO3)CC1,1%,-5%,-0.3,-11,-1%,-3%,1,-19%,-4%
O=C(NCc1ccco1)C1CCN(S(=O)(=O)c2ccccc2C(F)(F)F)CC1,4%,8%,0.6,-3,-1%,4%,-1,-18%,1%
Cc1ccccc1OCC(O)Cn1c(Br)nc2c1c(=O)n(C)c(=O)n2C (stereo not given),-9%,0%,0.4,10,-1%,3%,-7,3%,7%
Nc1nc(NCc2cccc(Cl)c2)c2[nH]cnc2n1,7%,-12%&-1%,·,·,4%&-2%,·,1&5&6,-9%&-35%,·
Cc1ccc(-n2c([S-])c(C(=O)Nc3ccc(OC(F)F)cc3)[n+]3ccc(C(=O)NCCO)cc23)cc1C,?,-6%,0.7,10,1%,?,1,?,10%
CCOc1ccccc1C(=O)Nc1cc(C(=O)NCCc2ccccc2)ccc1Cl,-15%,1%,0.4,-26,4%,-3%,-4,25%,·
O=C(NCCN1CCOCC1)c1cccc(S(=O)(=O)Nc2cc(Cl)ccc2Cl)c1,9%,-4%,0.3,6,-2%,2%,-3,8%,7%
COc1ccc(CCn2c(=S)[nH]c3cc(C(=O)N4CCOCC4)ccc3c2=O)cc1OC,?,1%,0.9,14,-2%,8%,-7,-1%,4%
CC(C)(C)NC(=O)CN(Cc1cccs1)C(=O)C1COc2ccccc2O1 (stereo not given),-20%,-1%,0.7,7,0%,-10%,0,3%,0%
CNC(=O)c1cc(S(=O)(=O)N2CC(C)OC(C)C2)ccc1N1CCOCC1 (stereo not given),-5%,0%,0.3,2,-5%,-17%,-4,24%,9%
Cc1cc(C)cc(N2CCn3c2nc2c3c(=O)n(Cc3ccc(Cl)cc3)c(=O)n2C)c1,0%,14%,1.2,·,-1%,1%,-8,32%,12%
Cc1cccc(-c2noc(-c3cccnc3NCc3ccco3)n2)c1,?,0%,0.5,·,-2%,4%,-3,27%,-3%
Cc1ccc(S(=O)(=O)N(CC2CO2)c2cc(Cl)ccc2Cl)cc1 (stereo not given),-3%,-10%,-2.8,-11,-2%,10%,-7,3%,-3%
Cc1c([N+](=O)[O-])c([N+](=O)[O-])nn1CC(=O)N1CCOCC1,0%,-6%,0.0,-15,-1%,-3%,?,9%,10%
O=C(Cn1nc(C(F)(F)F)c2c1CCCC2)NC1CCCC1,-20%,0%,·,·,0%,-1%,-1,-12%,-6%
CSc1cccc(NC(=S)N2CCCN(Cc3ccc(F)cc3)C2)c1,?,-6%,-0.7,12,0%,-5%,-6,-21%,9%
NNC(=O)CCN1CCCCC1,10%,-2%,2.1,19,-3%,3%,-3,-8%,5%
Cc1ccc(CC(=O)NC2CCSC2=O)cc1 (stereo not given),2%,3%,-0.1,-3,-3%,4%,-3,-1%,2%
O=C(Nc1ccccc1)c1ccc(Br)o1,0%,-3%,0.4,-24,-2%&4%,2%,-1,4%,-2%
CCc1ccc(NC(=S)Nc2cc(C(=O)O)ccc2N2CC3CC(C2)c2cccc(=O)n2C3)cc1 (stereo not given),?,-4%,0.0,-15,-2%,0%,-16,-23%,-5%
Cc1ccc(C)c(OCCNc2ncccc2[N+](=O)[O-])c1,15%,-3%,·,·,3%,4%,-3,8%,-4%
COc1ccc(/C=N\NC(=O)COc2ccc(C(C)(C)C)cc2)cc1Cn1nc(C)cc1C,26%,-15%,1.0,-13,?,-1%,-4,38%,2%
O=C1CCCCN1CCC(=O)N1CCCC(Nc2ccccc2)C1 (stereo not given),0%,3%,0.1,1,-5%,0%,0,-14%,12%
COc1ccc(CN(C(=O)Cc2coc3ccc(C)cc23)C2CCS(=O)(=O)C2)cc1 (stereo not given),6%&2%,1%,2.3,·,-2%,4%,10&-5,22%,-4%
O=C(Cn1nnc(-c2ccccc2Cl)n1)Nc1ccc(Br)cc1,0%,-2%,-1.4,·,-1%,?,-10,13%,-2%
C[C@H](CO)N1C[C@H](C)[C@@H](CN(C)C(=O)Nc2cccc3ccccc23)OCCCC[C@H](C)Oc2ccc(NS(=O)(=O)c3cn(C)cn3)cc2C1=O,-2%,-1%,·,·,-2%,·,6,·,·
COc1cccc(CNC(=O)CCNC(=O)Cn2ccc3ccccc3c2=O)c1,2%,1%,0.6,12,-2%,1%,1,9%,8%
O=c1[nH]c(=O)n(-c2ccc(F)cc2)c2c1C(C(F)(F)F)(C(F)(F)F)N=C(c1ccc(F)cc1)N2,2%,-1%,7.8,17,-5%,-5%,-13,10%,-4%
CSc1nc2cc(S(=O)(=O)N3CCOCC3)ccc2s1,24%,-2%,1.0,-7,-3%,-4%,-14,30%,-2%
CC1CCCCC12NC(=O)N(CC(=O)N1CCc3ccccc31)C2=O (stereo not given),126%[activator],-6%,8.9,-4,2%,2%,-2,3%,3%
CCOC(=O)C1(Cc2ccccc2C)CCCN(C(=O)CN2CCCCC2=O)C1 (stereo not given),19%,1%,-0.8,0,4%,8%,-7,4%,-2%
COc1ccc(CNC(=O)C2CCN(S(=O)(=O)c3c(C)n[nH]c3C)CC2)cc1,-6%,-5%,-0.1,4,-3%,-4%,-7,12%,-4%
O=C(OCc1cccc(C(F)(F)F)c1)c1cc(S(=O)(=O)N2CCOCC2)ccc1F,-15%,1%,0.8,-12,3%,?,-2,6%,-1%
O=C(O)CC(NC(=O)C12CC3CC(CC(C3)C1)C2)c1cccc(Cl)c1 (stereo not given),102%[activator],0%,2.0,-10,-5%,0%,-5,-30%,2%
Cc1nn(C2CCS(=O)(=O)C2)c2nc(C3CC3)cc(C(=O)Nc3ccc(C(N)=O)cc3)c12 (stereo not given),-10%,0%,-0.4,8,-2%,0%,-2,15%,-3%
Cc1cn2c(=O)cc(COc3cc(C)c(Cl)c(C)c3)nc2s1,-2%,1%,-0.8,·,-1%,-2%,4,-4%,4%
CSc1nc(N)c2c(n1)N(C)C=NS2(=O)=O,31%[activator],2%,·,·,0%,-5%,-11,0%,3%
O=C(C1=NN[C@@H]2C(=O)N(c3cccc(C(F)(F)F)c3)C(=O)[C@H]12)c1ccc2ccccc2n1,-27%,0%,0.0,-5,-3%,-6%,-7,4%,8%
COc1ccc(-c2csc(NC(=O)CSCc3c(C)noc3C)n2)c(OC)c1,11%,0%,-0.4,-20,-1%,-7%,0,1%,8%
COc1ccccc1NC(=O)CSCC(=O)N1c2ccccc2CCc2ccccc21,-8%,0%,1.9,-18,-3%,-2%,-5,1%,5%
Cc1cc(C)cc(-n2ccn(CC(=O)c3ccc(F)cc3)c(=O)c2=O)c1,?,2%,0.2,·,-2%,-7%,2,-10%,-2%
O=C(NCc1ccc(F)cc1)c1ccccc1OCc1ccccc1,17%,-5%,-0.6,11,-5%,4%,-8,-13%,?
Cc1onc(-c2ccccc2Cl)c1C(=O)Nc1cccc(-c2nc3ncccn3c2C)c1,-3%,-5%,13,25,-2%,0%,7,12%,-2%
Nc1cc(Cl)ccc1Oc1ccc2ccccc2c1,22%,0%,-1.8,-11,?,-9%,-3,12%,-13%
O=C(Nc1ccccc1F)c1ccc(C(=O)c2ccccc2)cc1,-2%,-4%,-1.5,3,2%,-1%,-8,25%,-8%
COc1cc(CO)c(OC)c([N+](=O)[O-])c1,-6%,0%&2%,1.8,-22,-3%&-3%,-4%,-1,-23%&18%,0%
CCN(CC(=O)NC1CCS(=O)(=O)C1)S(=O)(=O)c1c(C)c(C)cc(C)c1C (stereo not given),2%,1%,1.2,-22,-3%,2%,-2,-35%,9%
Cc1cc(C)n2nc(CC(=O)NC3CCCC(C)C3C)nc2n1 (stereo not given),27%,0%,-0.3,-11,-3%,-1%,-3,23%,-1%
CC(c1nc2ccccc2[nH]1)N(C(=O)C1=NNC(=O)CC1)c1ccccc1 (stereo not given),-11%,0%,·,·,0%,·,2,·,·
CN(Cc1nc2ccccc2c(=O)[nH]1)C(=O)c1cccc(S(=O)(=O)N2CCCCCC2)c1,-8%,4%,0.6,1,-4%,3%,-7,8%,-6%
Cc1ccc(-n2c(=O)c3c4c(sc3n(Cc3cc(=O)n5cc(Cl)ccc5n3)c2=O)CCC4)cc1C,-29%,0%,·,·,-3%,2%,-7,-8%,2%
